Screening results as filed in PubChem.
GPR7 antagonist = blocks human GPR7 receptor signaling. P48145. GPR7-expressing cells, fluorescence antagonist assay. inhibition, % at 4.4 µM. 290,000 compounds, 1.1% hits. AID 1861; in the data active = inhibition above about 16%, passing the limit was not always enough;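 note: cells stimulated with the agonist NPW; 0% = agonist with vehicle and 100% = vehicle without agonist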
Target sequence (P48145 whole entry, looked up): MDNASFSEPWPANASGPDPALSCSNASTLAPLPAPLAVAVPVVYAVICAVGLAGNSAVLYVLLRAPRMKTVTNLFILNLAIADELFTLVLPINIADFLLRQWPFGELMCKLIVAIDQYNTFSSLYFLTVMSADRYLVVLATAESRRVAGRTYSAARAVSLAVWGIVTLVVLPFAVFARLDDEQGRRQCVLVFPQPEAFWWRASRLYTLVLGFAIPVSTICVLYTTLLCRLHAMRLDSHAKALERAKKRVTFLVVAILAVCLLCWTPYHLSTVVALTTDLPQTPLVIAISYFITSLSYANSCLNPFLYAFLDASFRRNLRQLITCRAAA
CHO-K1 Ca antag = counter-screen for M1 antagonists: effect in parental CHO-K1 cells | inhibition, % at 3 µM | 360,000 compounds, 0.6% hits | ATP-induced calcium, Fluo-8 fluorescence;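 active = inhibition above a per-plate cutoff, the plate's mean sample inhibition plus 3 SD, cut at about 24% in these data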;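 note: 0% = DMSO plus EC80 ATP and 100% = DMSO alone without ATP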
OXTR potentiator = human OXTR potentiation; P30559; CHO-OTR cells, Fluo-8 calcium fluorescence, potentiator mode; 0% = oxytocin EC15, 100% = EC100; activation, % at 3 µM; 320,000 compounds, 0.061% hits; AID 2445;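 active = activation above that plate's cutoff, the mean activation of tested compounds plus 3 SD, cut at about 6.6% in these data, passing the limit was not always enough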;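 note: 100% uses oxytocin at 75 nM as the full agonist control; some results filed as inactive read as strong as hits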
Target sequence (P30559 whole entry, looked up): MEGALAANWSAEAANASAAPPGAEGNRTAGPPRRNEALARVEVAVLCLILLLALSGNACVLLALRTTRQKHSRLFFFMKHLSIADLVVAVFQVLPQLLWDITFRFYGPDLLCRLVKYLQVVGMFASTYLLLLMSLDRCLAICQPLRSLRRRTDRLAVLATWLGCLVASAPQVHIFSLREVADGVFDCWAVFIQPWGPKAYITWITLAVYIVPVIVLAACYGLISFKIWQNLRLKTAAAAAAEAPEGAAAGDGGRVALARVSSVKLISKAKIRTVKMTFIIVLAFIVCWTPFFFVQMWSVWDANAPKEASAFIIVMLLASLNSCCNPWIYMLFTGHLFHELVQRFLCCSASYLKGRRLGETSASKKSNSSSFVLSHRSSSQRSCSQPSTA
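Replication – single well per compound, singlicate · Assay system – CHO cell line stably expressing human OTR · Timing – 6 min pre-incubation, 100 s read · Measure – normalized max/min fluorescence ratio, % activation · Doses – 3.0 µM, one dose · Detection – Fluo-8 calcium dye fluorescence · Probe or stimulus – oxytocin near EC15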
M1 ag parental = nonselective activator or artifact in parental CHO-K1 cells; Fluo-8 calcium fluorescence; scaled to maximal ATP response, vehicle zero; AID 602248; 360,000 compounds, 0.48% hits; activation, % at 3 µM; in the data active = activation above about 15%;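 note: untransfected CHO-K1 host cells lacking M1 receptor as counterscreen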
OXTR ag = human OXTR agonism. P30559. CHO-OTR cells, Fluo-8 calcium fluorescence; normalized: DMSO 0%, oxytocin 100%. activation, % at 3 µM. 320,000 compounds, 0.32% hits. AID 2435;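 active = activation above the mean of all tested compounds plus 3 SD, cutoff set per screening run, cut at about 20% in these data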;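 note: peak over basal fluorescence ratio from a 100 s FLIPR kinetic read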
CHO parental Ca = counter-screen: ATP calcium response change in parental CHO cells; parental CHO-K1, ATP-induced calcium, Fluo-8 fluorescence; inhibition, % at 5.6 µM; 330,000 compounds, 0.63% hits; AID 463079;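 active = inhibition above that plate's mean sample inhibition plus 3 SD, cut at about 26% in these data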;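 note: 0% = ATP-challenged DMSO wells and 100% = DMSO wells without ATP; some compounds past the cut are filed as inactive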
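Measured by: calcium-sensitive Fluo-8 fluorescence / Test system: CHO parental line / Controls: ATP-challenged DMSO wells low, unchallenged DMSO wells high / Measure: % inhibition / Compound: single nominal dose of 5.6 µM per compound / Replicates: single well per compound, no replicates / Reagent: ATP as calcium-mobilizing challenge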
CHO-K1 Ca PAM = nonselective activator or artifact in parental CHO-K1 calcium assay; activation, % at 3 µM; ATP EC20, Fluo-8 calcium fluorescence; 0% at ATP EC20, 100% at ATP max; 360,000 compounds, 0.02% hits; AID 602247;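 active = activation above the run cutoff, the mean activation of all test compounds plus 3 SD, cut at about 40% in these data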;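 note: peak over basal fluorescence ratio in a 140 s read after ATP addition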
TAAR1 antagonist = antagonists of human TAAR1; Q96RJ0; CHO RD-HGA16 TAAR1, Fluo-8 calcium fluorescence, antagonist; inhibition, % at 3 µM; 360,000 compounds, 1.5% hits;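 active = inhibition above a per-plate cutoff, the mean inhibition of test compounds on that plate plus 3 SD, cut at about 49% in these data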;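 note: 0% = DMSO plus EC80 beta-PEA response and 100% = DMSO alone without agonist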
Target sequence (Q96RJ0 whole entry, looked up): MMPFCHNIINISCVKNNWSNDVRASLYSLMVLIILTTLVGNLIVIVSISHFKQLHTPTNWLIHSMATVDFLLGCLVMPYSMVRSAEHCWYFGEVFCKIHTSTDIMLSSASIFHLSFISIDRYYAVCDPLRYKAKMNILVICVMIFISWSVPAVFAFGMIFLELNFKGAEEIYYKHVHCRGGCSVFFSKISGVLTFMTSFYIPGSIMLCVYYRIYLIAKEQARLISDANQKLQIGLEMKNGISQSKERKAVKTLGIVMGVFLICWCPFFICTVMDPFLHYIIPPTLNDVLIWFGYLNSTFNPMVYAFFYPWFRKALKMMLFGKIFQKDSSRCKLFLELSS
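Assay system: RD-HGA16 CHO cells with stable hTAAR1 and Gα16 / Reagent: EC80 β-phenethylamine stimulus / Doses: 3 µM, single point / Timing: dye loading 75 min at 37 °C, then 30 min room temperature / Measured by: Fluo-8 intracellular calcium dye fluorescence, real-time kinetic reads / Controls: vehicle wells and EC80 agonist wells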
V1R ag counter = V1a receptor agonism, counter-screen for OXTR agonists; 320,000 compounds, 0.25% hits; P37288; activation, % at 3 µM; CHO-V1R cells, Fluo-8 calcium fluorescence, agonist mode; 0% DMSO, 100% 3 nM vasopressin;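 active = activation above the mean activation of all tested compounds plus 3 SD, per screening run, cut at about 20% in these data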;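 note: signal is peak over basal fluorescence ratio across a 100 second FLIPR read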
Starred values were filed as active, the others as inactive; · = no result given.

SMILES	GPR7 antagonist	CHO-K1 Ca antag	OXTR potentiator	M1 ag parental	OXTR ag	CHO parental Ca	CHO-K1 Ca PAM	TAAR1 antagonist	V1R ag counter
COc1cccc(NC(=O)CS(=O)(=O)c2cn(CC(=O)N3CCOCC3)c3ccccc23)c1	-17	-19	3	0.9	0.2	-4	18	-18	0.3
Cc1nn(Cc2ccc(Cl)c(Cl)c2)c(C)c1NC(=O)c1cc(-c2ccc3c(c2)OCO3)on1	3	-16	1	0.7	1.5	-16	12	-3	-0.5
C(=C1c2ccccc2-c2ccccc21)c1ccncc1	·	-18	·	0.0	·	·	-3	-11	·
COc1ccc(Cl)cc1N(CC(=O)N(C)C)S(=O)(=O)c1ccc(C)c([N+](=O)[O-])c1	-8	-19	-3	0.0	-0.8	-10	23	-14	-0.5
CCOc1ccc(CN2CCN(Cc3nc4c(s3)CCCC4)CC2CCO)cc1 (stereo unspecified)	-11	-9	0	0.1	1.8	-18	11	-37	1.5
CCS(=O)(=O)N1CCCC(C(=O)NCc2ccccc2Cl)C1 (stereo unspecified)	-5	-2	-1	0.0	0.8	-9	4	1	0.9
C[C@@H]1C[C@H](Nc2ccccc2)c2ccccc2N1C(=O)c1cccnc1	-12	5	-2	1.5	-1.7	-6	8	-8	-0.7
C[C@H](CO)N1C[C@H](C)[C@@H](CN(C)C(=O)Nc2cccc(F)c2)Oc2ncc(Br)cc2C1=O	·	6	·	0.3	·	·	-15	-3	·
Cc1nnc(NC(=O)CSc2nnc(Cc3cccn3C)n2-c2cccc(C(F)(F)F)c2)s1	2	-4	-6	0.0	0.0	4	20	-25	0.2
Cc1cc(C)n(CCC(=O)N2CCCC(Nc3ccc(F)cc3)C2)n1 (stereo unspecified)	-5	-4	-5	0.0	-0.2	-13	-4	-26	0.2
CN(CC(=O)N(CCO)Cc1ccccc1)S(=O)(=O)c1ccc2c(c1)c(=O)n(C)c(=O)n2C	-16	-4	2	0.9	0.1	-18	6	-9	1.2
Cc1cc(C)cc(N(C(=O)c2csnn2)C(C(=O)NC2CCCC2)c2cccnc2)c1 (stereo unspecified)	-14	-14	5	1.6	1.9	-11	-10	-26	0.4
CCOC(=O)N1CCC(NC(=O)C2=CCN(S(=O)(=O)c3ccccc3)CC2)CC1	-15	-10	-2	3.9	1.8	11	14	-20	3.8
CCOc1ccc2ncc(C(=O)c3ccc(OC)cc3)c(N3CCN(CC)CC3)c2c1	-11	-5	8	-0.2	-2.6	-22	-2	·	-1.4
CCN(C(=O)CSc1nnc(-c2cccc(Cl)c2)n1N)c1c(N)n(Cc2ccccc2)c(=O)[nH]c1=O	·	-11	·	0.1	·	·	17	-18	·
COc1cc2c(C(=O)O)c(C)n(-c3ccccc3)c2c2ccccc12	-15	-3	-1	2.6	-0.4	-10	13	-2	0.7
Nc1nonc1C(=O)NCCNc1ccc([N+](=O)[O-])cc1	-4	-2	-1	1.2	2.2	3	14	4	1.8
COc1cc(/C=N/N=C(\N)c2nonc2N)ccc1O	-2	7	-17	-0.2	-1.7	14	-7	-4	-0.8
OCCCN1CCN(CCOc2ccccc2-c2ccccc2)CC1	0	-15	0	1.5	1.0	-11	22	0	1.3
CCc1nn2cc(C(=O)c3cc(Cl)ccc3O)cnc2c1-c1ccc(F)cc1	-5	-11	-14	0.6	-0.6	-8	15	-1	-0.1
O=C(CN1CCCc2ccccc21)N/N=C/c1ccc(O)cc1O	-4	-1	-6	1.4	0.7	-11	16	-8	1.1
CCC(=NNS(=O)(=O)c1ccc(C)cc1)c1ccc(OC)c(C)c1	·	-13	·	-0.3	·	·	19	-27	·
CC1CN(C(=O)CSc2nnc(NC(=O)NC(C)(C)C)s2)CC(C)O1 (stereo unspecified)	·	-2	2	0.6	0.1	-3	4	-19	-0.3
COCCOC(=O)C1=C(C)Nc2ncnn2C1c1ccccc1 (stereo unspecified)	-6	12	4	-0.2	0.2	-11	0	3	0.5
COC(=O)[C@@H]1C[C@@]2(O)[C@H](O)[C@H](O)[C@H](O)C[C@H]2N1Cc1cccc2ccccc12	·	-10	-6	1.3	-0.7	-11	17	9	2.8
CC(=O)c1ccc(C(=O)NC2CCCN(Cc3ccccc3F)C2)s1 (stereo unspecified)	-11	-16	-4	1.7	0.8	-11	17	9	0.8
COc1ccccc1NC(=O)Cc1nnc(SCC(=O)Nc2ccccc2F)n1C	-12	-17	5	0.3	1.1	-3	11	-10	1.1
CC(=O)NCCn1c(SCc2cc(=O)n3cc(Cl)ccc3n2)nc2ccccc2c1=O	-15	1	-1	0.1	4.4	-12	16	1	1.6
CC1Cc2ccccc2N1C(=O)CN1C(=O)CN(C)C(=O)c2ccccc21 (stereo unspecified)	-11	17	-8	0.1	0.5	-14	-6	-20	0.1
CCOC(=O)[C@H]1[C@H]2COc3cc(OC)ccc3[C@@H]2N2C(=O)CN(CC3CCCO3)C(=O)[C@@]12C (stereo partly specified)	·	-12	-3	0.6	0.0	-13	5	14	-0.1
Fc1ccc(N/N=C/c2ccncc2)c(F)c1	-3	-1	-2	0.8	-1.5	0	14	-14	-0.3
CCOc1cc(C2C3=C(CCCC3=O)N(C)C3=C2C(=O)CCC3)cc(Cl)c1O	3	-7	-5	-0.4	0.4	-13	17	4	-0.8
Cc1cc(C(=O)NNC(=O)Nc2ccc(Cl)cc2)no1	-12	4	-10	-0.1	1.2	4	-1	-25	-0.1
C=CCNC(=O)C1CC(=O)N(c2ccc(OCC(=O)N3CCCC3)cc2)C1 (stereo unspecified)	-19	-15	-5	0.3	1.0	-2	10	12	-0.4
O=C1NC2(CCCCC2)C(=O)N1CC(=O)N(Cc1ccccc1)c1ccccc1	-4	22	-1	-0.1	-2.3	-20	1	-17	-0.8
O=[N+]([O-])c1cccc(C2CC(c3ccccc3)=NN2c2ccccc2)c1 (stereo unspecified)	-8	-15	-5	0.2	-1.2	-20	27	-6	-0.9
C(=C\c1ccccc1)/CN1CCN(C(c2ccccc2)c2nnnn2-c2ccc3c(c2)OCCO3)CC1 (stereo unspecified)	·	-22	·	0.5	·	·	6	-23	·
Cn1cnnc1SCC(=O)Nc1nc(-c2ccccc2)cs1	3	-4	1	0.7	0.7	-11	11	9	0.4
COc1cc(C(=O)Nc2ccc(NC(C)=O)cc2)ccc1OCc1ccccc1	-1	-9	-1	0.1	1.4	0	12	10	0.7
O=C1CCCC2=C1C(c1ccccc1)CC(=O)N2c1ccc(F)cc1F (stereo unspecified)	-3	-13	1	0.6	-0.2	-8	11	-10	0.8

Rewritten with bars between the fields: entries from further up
Molecule | GPR7 antagonist | CHO-K1 Ca antag | OXTR potentiator | M1 ag parental | OXTR ag | CHO parental Ca | CHO-K1 Ca PAM | TAAR1 antagonist | V1R ag counter
COc1ccccc1NC(=O)Cc1nnc(SCC(=O)Nc2ccccc2F)n1C | -12 | -17 | 5 | 0.3 | 1.1 | -3 | 11 | -10 | 1.1
CC(=O)NCCn1c(SCc2cc(=O)n3cc(Cl)ccc3n2)nc2ccccc2c1=O | -15 | 1 | -1 | 0.1 | 4.4 | -12 | 16 | 1 | 1.6
CC1Cc2ccccc2N1C(=O)CN1C(=O)CN(C)C(=O)c2ccccc21 (stereo unspecified) | -11 | 17 | -8 | 0.1 | 0.5 | -14 | -6 | -20 | 0.1

Additional compounds
SMILES	GPR7 antagonist	CHO-K1 Ca antag	OXTR potentiator	M1 ag parental	OXTR ag	CHO parental Ca	CHO-K1 Ca PAM	TAAR1 antagonist	V1R ag counter
CCOC(=O)c1cc(-c2ccccc2)nc2nc(N(CC)CC)sc12	-21	-10	-14	-0.9	-1.9	-27	1	14	-1.1
CCc1nn(C(C)C(=O)NCc2ccc(Cl)cc2)c(=O)c2cc3occc3n12 (stereo unspecified)	-4	-13	-8	0.9	-2.5	-33	4	-24	0.3
COC(=O)c1ccc(NC(=O)CN2C(=O)CNC2=O)cc1	0	2	-1	0.0	0.3	4	8	-3	0.6
COc1ccc(Oc2cccc(Cl)c2CNC(=O)c2ccccc2C(=O)O)cc1	10	-12	-4	1.9	-0.2	-3	13	7	-0.4
Cc1ccc(Cl)cc1N1CCN(C(=O)C2CCN(c3nnc(-n4cccc4)s3)CC2)CC1	-5	16	-13	1.5	2.6	1	-6	15	2.0
N=c1c(S(=O)(=O)c2ccccc2)cc2c(=O)n3ccccc3nc2n1CCCN1CCOCC1	-4	1	-14	8.2	-0.7	-12	5	-4	0.8
O=C(Nc1ccccc1N1CCCC1)c1ccc2c(c1)OCO2	-9	2	-10	-0.1	-2.0	-15	2	6	-1.9
O=c1[nH]c2cc([N+](=O)[O-])ccc2c2ccc([N+](=O)[O-])cc12	·	-15	·	0.4	·	·	14	-15	·
Cc1ccc(-n2ncc3c(NCc4ccccc4)ncnc32)cc1	-12	4	-7	-0.2	-0.1	-11	4	-14	0.3
O=C(CSc1ccc([N+](=O)[O-])cn1)Nc1ccccc1N1CCOCC1	-20	-12	-1	0.9	-0.5	-16	17	3	-0.5
CCC(=O)N1N=C(c2ccccc2)CC1c1ccc([N+](=O)[O-])cc1 (stereo unspecified)	-1	-7	-2	0.2	-2.8	-17	21	14	-0.2
CCC(C)Sc1nc2c(c(=O)[nH]c(=O)n2C)n1CCc1ccccc1 (stereo unspecified)	-14	-4	-11	0.7	-1.7	-16	17	0	-1.3
CCN(CC)CCNC(=O)C1(O)c2cc(Br)ccc2NC(=O)N1c1c(F)cccc1F (stereo unspecified)	6	0	-12	2.5	-0.2	6	20	-11	0.2
COc1ccc(S(=O)(=O)NN=C2CCCC2)cc1	-2	2	-8	0.1	0.4	-5	4	10	-0.3
CCOC(=O)C1=CCN(S(=O)(=O)c2ccccc2C)C1c1ccc(Cl)cc1 (stereo unspecified)	·	13	·	1.2	·	·	4	45	·
CCOc1ccc(NC(=O)CCC(=O)NNC(=O)COc2ccccc2C)cc1	-5	-17	-2	3.0	-1.4	-27	18	11	0.1
O=C(Cc1cccs1)NNC(=S)NCc1ccc(Cl)cc1	5	0	-7	0.7	1.4	-15	12	-4	1.6
CC1CN(S(=O)(=O)c2cccc(-c3csc(-c4ccccc4)n3)c2)CC(C)O1 (stereo unspecified)	3	1	-7	1.9	-0.2	-25	5	10	0.5
CN1CCN(S(=O)(=O)Cc2ccc(Cl)cc2)CC1	-4	3	4	6.7	0.1	-21	1	4	0.9
CCOC(=O)C1CCCN(C(=O)c2cc(Nc3ccc(OC)c(OC)c3)nc3ccccc23)C1 (stereo unspecified)	-14	2	-6	3.3	1.8	-9	13	43	-0.5
Cc1ccc(S(=O)(=O)CC(=O)N(CCCN2CCOCC2)c2nc3c(F)cccc3s2)cc1	·	-3	2	2.0	0.2	-1	12	33	0.4
Cc1ccc(S(=O)(=O)NCCCCCC(=O)Nc2cccc(C)c2)cc1	-3	12	-5	1.1	2.1	-8	-4	13	4.2
NC1=C([N+](=O)[O-])C(c2ccc(F)cc2)C2=C(CCCC2=O)O1 (stereo unspecified)	-12	10	-3	-0.9	-0.3	-1	-9	-19	0.3
